Autophagy HCS = autophagy modulators in MEF cells, primary screen, imaging, high-content, MEF GFP-LC3; AID 463193, 2010; calls only at 10 µM (by protocol); actives 0.98% (n = 190,000); MEF GFP-LC3 puncta imaging; test concentration mostly 10 µM;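 active = percentage of spot-positive cells more than 3 SD above its plate mean, without a fluorescence outlier flag or 80% toxicity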;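 also: spot-positive cell cutoff set from DMSO-treated cells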
NOD1 inhibition = NOD1 signaling inhibitors, primary screen, cell-based, luminescence, uHTS (AID 1578). actives 1% (n = 290,000). NOD1-driven NF-kB luciferase reporter cells, luminescence; higher % means a stronger effect. inhibition, % at 4 µM, or EC50 in µM where a hit was titrated; in the data active = inhibition mostly above about 36%, no sharp cut-off; inactive = mostly below about 34%;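 also: HEK-293T reporter cells stimulated with the NOD1 agonist gamma-tri-DAP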
Ins promoter up = insulin promoter activators in MIN6 cells, imaging, high-content screening, mouse beta cells | MIN6 insulin promoter-GFP reporter; stronger effect = higher value | actives 0.3% (n = 190,000) | z-score at 5 µM | AID 1625, 2009;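 active = z-score above 3 at 5 µM with at least 500 cells counted in the well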
HEK293 NOD2/NF-kB = NOD2 signaling inhibitors, cell-based, luminescence, uHTS, HEK293 (AID 1566) | inhibition, % at 4 µM; hits with a dose series show EC50 in µM | HEK293 NOD2/NF-kB luciferase reporter, luminescence; higher % means a stronger effect | actives 0.63% (n = 290,000); in the data active = inhibition above about 50%; also: many of its hits are not listed in these tables
b-catenin transl = modulators of beta-catenin nuclear translocation, primary screen, imaging, HeLa cells, immunofluorescence, high-content; nuclear translocation activity, % at 5 µM; actives 0.3% (n = 190,000);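 active = nuclear translocation activity above 50% at 5 µM, with a well cell count of 50 or more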;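 also: per-cell ratio of nuclear to cytoplasmic median beta-catenin stain intensity; plate controls were DMSO negative control for no effect and GSK-3 inhibitor IX positive control for full effect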
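Test system: human HeLa cells, native beta-catenin. Compound dosing: 5 µM primary single dose, 0.1% DMSO, 0.02–20 µM confirmation series. Incubation: compound exposure 24 h at 37°C. Detection: beta-catenin immunostaining with DAPI counterstain, 20x imaging, 6 fields/well. Read-out basis: Nuclear/cytoplasmic beta-catenin signal ratio, % activation.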
Dynein cargo inh = inhibitors of GR-EGFP nuclear translocation, primary screen, dynein cargo transport inhibitor project, imaging, high-content, 3617.4 mouse cells | test concentration mostly 20 µM; stimulated with dexamethasone, 1 µM; stronger effect = lower value | z-score, hits read low | actives 0.47% (n = 220,000);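 active = plate z-score of nuclear minus cytoplasmic receptor signal below a set negative limit, without overly bright fluorescence or cell loss, cut at about -3.5 in these data, passing the limit was not always enough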;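 also: z-score of nuclear minus cytoplasmic ring GR-EGFP intensity difference per well; some compounds called inactive have numbers as strong as hits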
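Buffer or medium: tet-free, stripped-serum medium; reagent: dexamethasone at 1.0 µM final, 30 min; incubation: 48 h induction, 1 h compound, 30 min dex at 37 °C; measured by: formaldehyde fixation, Hoechst nuclear stain, 10x automated fluorescence imaging; read-out: nuclear-to-cytoplasmic GR-EGFP distribution per well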
Yfh1-depleted yeast = enhancers of respiration in Yfh1-depleted yeast, dose response, Friedreich's ataxia, plus single-dose screen (AID 1465). actives 0.074% (n = 220,000). one-dose fold induction at 50 µM; EC50 in µM for titrated hits. S. cerevisiae Yfh1-off respiration, WST-1 reduction, 72 h; higher fold induction means a stronger effect;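 active = fold induction of absorbance versus untreated yeast above a set limit, then at least 30% activation at any dose in follow-up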;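 also: activators that raise dye reduction in frataxin-depleted yeast; strong numbers were not always called active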
MT stabilize HCS = microtubule stabilizers in HeLa cells, primary screen, imaging, high-content imaging; HeLa tubulin immunostaining HCS, 24 h; share of cells brighter than vehicle mean+2SD; % tubulin-high responders, % at 10 µM; actives 0.83% (n = 200,000); AID 2205, 2009;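 active = plate Z-score above 3 for both tubulin-high and condensed-nucleus cell shares, with cell loss under 80%, at 10 µM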;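 also: anti alpha tubulin signal scored within the nucleus-defined area of each cell; some results filed as inactive read as strong as hits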
M17LAP inhibition = P. falciparum M17LAP inhibitors, primary screen, biochemical, fluorogenic H-Leu-NHMec substrate, 1536-well (AID 1619); inhibition, % at 30 µM; hits with a dose series show IC50 in µM; Leucine aminopeptidase (Plasmodium falciparum (isolate 3D7)); actives 0.38% (n = 220,000); recombinant M17LAP, H-Leu-NHMec fluorogenic kinetic assay; higher % means a stronger effect;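 active = compound inhibiting the enzyme by more than half at any dose during confirmatory dose-response retesting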;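 also: plate controls were full reaction with DMSO carrier for no effect and no enzyme background for full effect; strong numbers were not always called active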
Dynein cargo inh cytoplasmic EGFP = also measured in Dynein cargo inh; calls as there; z-score; measured here: cytoplasmic GR-EGFP intensity; stronger effect = higher value
Dynein cargo inh nuclear GR-EGFP = recorded beside Dynein cargo inh, whose call it bears; z-score; measured here: nuclear GR-EGFP intensity;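 lower value marks the stronger effect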
Dynein cargo inh cell count = also measured in Dynein cargo inh; calls as there; z-score; measured here: cell count per field
Ins promoter up cell count = further read-out of Ins promoter up, marked with its call; cell count; measured here: cytotoxicity, nuclei count;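 total cells summed across four imaged fields per well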
b-catenin transl cell count 5 µM = second read-out of b-catenin transl, no call of its own (marks repeat the call); cell count; measured here: cell count, cytotoxicity flag
MT stabilize HCS Hoechst-high % = further read-out of MT stabilize HCS, marked with its call; % Hoechst-high responders; measured here: nuclear condensation Hoechst responders;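 share of cells brighter than vehicle mean plus two SD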
MT stabilize HCS cytotoxicity % = further read-out of MT stabilize HCS, marked with its call; toxicity, %; measured here: cytotoxicity by cell density;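 0% = mean cell density of plate MIN control wells and 100% = no cells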
Autophagy HCS cell loss 18 h = also measured in Autophagy HCS; calls as there; toxicity, %; measured here: cell loss, nuclei count;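 cell loss after 18 h compound exposure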
* = called active by the depositor; i = inactive; . = no result given.

SMILES	Autophagy HCS	Autophagy HCS cell loss 18 h	NOD1 inhibition	Ins promoter up	Ins promoter up cell count	HEK293 NOD2/NF-kB	b-catenin transl	b-catenin transl cell count 5 µM	Dynein cargo inh	Dynein cargo inh cytoplasmic EGFP	Dynein cargo inh nuclear GR-EGFP	Dynein cargo inh cell count	Yfh1-depleted yeast	MT stabilize HCS	MT stabilize HCS Hoechst-high %	MT stabilize HCS cytotoxicity %	M17LAP inhibition
Cc1cc2n(n1)SC(Nc1cccc3ccccc13)N2 (stereo not given)	i	3	-32%	.	.	-14%	3.7	592	-0.76	-0.28	-0.51	-2.7	i	1.6	2.6	29	-6%
CC1CCN(S(=O)(=O)c2ccc(S(=O)(=O)NCc3ccco3)cc2)CC1	i	-11	-14%	0.32	1272	9%	-3.9	1188	0.99	-0.21	1	-0.54	i	3.7	1.9	5.3	3%
CCS(=O)(=O)N1CCN(c2cccc(C)c2C)CC1	i	6	7%	-0.21	1131	5%	-3.3	703	-0.75	-0.19	-0.5	1.4	i	2.3	1.7	7.0	2%
CN(C)S(=O)(=O)N1CCN(CC(=O)Nc2cc(Cl)ccc2Cl)CC1	i	0	-7%	0.88	1877	9%	-0.9	1055	0.23	-0.24	0.41	1.4	i	2.3	2.1	10	2%
O=C(CCCCCn1c(=S)[nH]c2ccc(N3CCOCC3)cc2c1=O)NCCc1ccccc1	i	-16	-46%	.	.	15%	2.3	1036	0.11	-0.16	0.094	-0.11	i	1.9	2.0	7.1	-10%
O=S(=O)(NC12CC3CC(CC(C3)C1)C2)c1ccc(F)cc1	i	6	4%	-0.53	916	22%	1.5	1176	0.73	-0.12	0.52	-0.26	i	1.7	2.5	11	-1%
COCCn1c(N)c(N(Cc2ccccc2)C(=O)C2CCCCC2)c(=O)[nH]c1=O	i	7	-23%	0.26	1273	-1%	3.2	1107	-0.88	-0.35	-0.21	0.1	i	3.6	2.2	7.0	-2%
Cc1ccc(CSc2nnc([C@@H]3CCCN3)o2)cc1	i	-3	-14%	-0.13	1664	0%	-1.8	1370	-0.55	-0.1	-0.93	-1.2	i	2.7	1.6	3.3	17%
Cn1c2ccccc2c(=O)c2c(=O)n(C3CCCCC3)c(-c3cccs3)nc21	i	8	.	-1.7	802	.	8.5	1010	-0.8	2	0.59	-2.4	i	2.6	1.0	0.9	12%
c1ccc(CSc2nnc([C@@H]3CCCN3)o2)cc1	i	1	-21%	0.42	1693	-1%	3.2	1380	-1.1	-0.21	-1.3	0.058	i	3.4	1.6	5.9	0%
CC(C)c1ccc(C2NC(=O)CCC2[N+](=O)[O-])cc1 (stereo not given)	i	-7	-13%	1.4	1566	-6%	0.5	971	-0.67	-0.25	0.1	0.62	i	1.4	1.4	9.8	.
COc1cccc(/C=N/NC(=O)C(=O)NCc2cccnc2)c1	i	20	2%	0.53	1437	13%	-1.3	1342	-0.67	-0.23	-0.52	1.5	i	3.3	1.8	4.0	-3%
CCOC(=O)CSc1nc2c(c(=O)[nH]c(=O)n2C)n1CCc1ccccc1	i	-3	-12%	.	.	14%	-1.1	1161	0.16	-0.046	0.13	0.12	i	1.3	0.7	8.2	4%
N=c1c(C(=O)NCC2CCCO2)cc2c(=O)n3ccccc3nc2n1Cc1cccnc1 (stereo not given)	i	4	-6%	0.02	1180	9%	2.3	1095	-0.86	-0.1	0.13	0.72	i	2.1	2.1	7.1	-397%
O=C(CCc1ccccc1)Nc1ccc(Cl)cn1	i	46	-27%	-1.1	897	-76%	140*	345*	-0.71	-0.33	-0.41	0.29	i	36*	17*	67*	11%
COC(=O)[C@@]1(Cc2ccc(F)cc2)[C@H]2c3cc(C(=O)N4CCCC4)n(CCc4ccccn4)c3C[C@H]2CN1C(=O)c1ccccc1	i	22	-12%	-0.6	737	1%	4.1	465	0.64	-0.26	0.61	0.64	i	3.3	3.9	6.9	3%
O=C(O)CC/C(=N\NC(=O)CNC(=O)/C=C/c1ccccc1)c1ccccc1	.	.	-2%	0.83	1107	11%	-1.3	1347	-0.78	-0.21	-0.018	1.4	i	.	.	.	0%
O=C(NC1CCCCC1)C(c1cccs1)N(C(=O)C(F)(F)F)c1ccccc1 (stereo not given)	i	-6	6%	.	.	10%	.	.	-0.27	-0.079	-0.42	-0.24	i	1.9	1.8	11	-1%
Cc1ccc(-c2nnc3c4ccccc4c(C)nn23)cc1NC(=O)CN1CCOCC1	i	-4	-8%	0.39	1207	13%	0.2	910	-0.079	-0.3	0.42	-0.39	i	4.5	3.1	10	5%
CN(CC(=O)O)S(=O)(=O)c1ccc2[nH]c(=O)c(=O)[nH]c2c1	.	.	14%	1.7	986	-6%	-0.2	1345	-0.59	0.041	0.082	0.61	i	.	.	.	-6%
CCCCc1ccc(NC(=S)NCc2cccs2)cc1	i	3	13%	-0.02	1532	6%	-2.9	1427	-0.79	-0.27	-1	0.64	i	2.1	1.5	3.2	-1%
CN(c1ccccc1)S(=O)(=O)c1ccc(C(=O)NCc2cccs2)cc1	.	.	-4%	-0.84	1050	-5%	-0.8	1291	-0.028	-0.49	0.2	-0.38	i	.	.	.	-14%
CC(C)N(C(=O)C(=O)c1cccn1-c1ccccc1C#N)C(C)C	i	-12	-5%	.	.	9%	-9.5	1133	-1.3	-0.0045	-0.49	0.61	i	1.8	1.4	6.7	5%
Cc1cc(C(=O)N2CCN(c3ccc([N+](=O)[O-])cc3)CC2)no1	i	12	-25%	-0.55	1437	4%	-1.1	990	3.1	0.36	1.2	-1.5	i	4.8	3.1	8.2	16%
CC(=O)C1C(c2ccccc2)c2c(noc2C)CC1(C)O (stereo not given)	.	.	14%	2.1	987	-17%	-0.1	1344	-0.36	-0.3	-0.29	1.2	i	.	.	.	3%
C/C=C/C(=O)OCC(=O)Nc1cccc(F)c1	i	-7	-50%	-0.15	1196	-18%	-0.8	1064	0.78	-0.26	0.62	-0.55	i	4.2	3.3	8.8	1%
Cc1ccc(NC(=O)Cn2c(O)c(N=NC(=O)c3ccncc3)c3ccccc32)cc1	i	4	6%	.	.	-1%	-3.2	1081	1.1	-0.053	0.72	-1.9	i	3.8	1.5	4.9	23%
Cc1ccc(NC(=O)O/N=C2\CCCCC2c2ccc([N+](=O)[O-])cc2[N+](=O)[O-])cc1 (stereo not given)	i	15	12%	.	.	-35%	.	.	-1	-0.21	-0.93	-0.16	.	3.1	2.4	2.9	-13%
COc1cccc(C2CC(c3ccc(Cl)cc3Cl)n3nc(N)nc3N2)c1 (stereo not given)	i	0	-12%	0.81	959	-30%	.	.	-0.82	-0.23	-0.33	1.2	i	2.7	2.8	5.9	-6%
COc1ccc(NC(=O)N2CCCC(C(=O)NC(C)C)C2)cc1 (stereo not given)	i	6	-2%	.	.	16%	0.6	1125	-0.3	-0.25	-0.16	-0.0033	i	2.1	1.4	5.5	6%
Cc1ccc(/C(O)=C2/C(=O)C(=O)N(Cc3ccco3)C2c2cccs2)cc1 (stereo not given)	i	-7	-19%	0	1453	3%	-0.7	1406	0.039	-0.25	0.049	0.36	i	2.6	3.2	4.0	39%
Cn1ncc(-c2ccno2)c1C(=O)O	i	26	-9%	-0.14	1257	19%	-0.5	1151	-0.46	-0.26	-0.036	0.5	i	2.0	1.6	2.1	-1%
Cc1ncc(N=Nc2ccc(F)cc2)c(-c2ccc(Cl)cc2)n1	i	13	-34%	-0.46	1722	9%	0.0	1083	-0.35	-0.22	-0.36	-0.56	i	4.1	2.5	4.1	5%
Cn1c(=O)c(C(=O)c2ccccc2)nc2ccccc21	i	-4	11%	-0.43	786	17%	-2.4	1115	3.3	-0.21	0.95	-0.96	i	1.8	0.8	19	8%
Cc1ccc(S(=O)(=O)Nc2cc(=O)[nH]c(SCc3ccc(Cl)cc3)n2)cc1	i	-13	-6%	0.02	1312	0%	-2.2	980	-0.22	-0.27	-0.34	0.044	i	3.6	4.3	3.6	26%

A draw from above in order of molar mass, rising:
SMILES	Autophagy HCS	Autophagy HCS cell loss 18 h	NOD1 inhibition	Ins promoter up	Ins promoter up cell count	HEK293 NOD2/NF-kB	b-catenin transl	b-catenin transl cell count 5 µM	Dynein cargo inh	Dynein cargo inh cytoplasmic EGFP	Dynein cargo inh nuclear GR-EGFP	Dynein cargo inh cell count	Yfh1-depleted yeast	MT stabilize HCS	MT stabilize HCS Hoechst-high %	MT stabilize HCS cytotoxicity %	M17LAP inhibition
C/C=C/C(=O)OCC(=O)Nc1cccc(F)c1	i	-7	-50%	-0.15	1196	-18%	-0.8	1064	0.78	-0.26	0.62	-0.55	i	4.2	3.3	8.8	1%
COc1ccc(NC(=O)N2CCCC(C(=O)NC(C)C)C2)cc1 (stereo not given)	i	6	-2%	.	.	16%	0.6	1125	-0.3	-0.25	-0.16	-0.0033	i	2.1	1.4	5.5	6%
Cc1ccc(NC(=O)O/N=C2\CCCCC2c2ccc([N+](=O)[O-])cc2[N+](=O)[O-])cc1 (stereo not given)	i	15	12%	.	.	-35%	.	.	-1	-0.21	-0.93	-0.16	.	3.1	2.4	2.9	-13%

These rows are one share of the data; rates above refer to the full screens.
